Assay outcomes from PubChem.
Bfl-1 Bim block – disrupts Bim binding to human Bfl-1; Q16548; Bead-based flow cytometry, Bim-Bfl-1 binding inhibition; inhibition, % at 10 µM; hit rate 0.12% among 190,000; AID 1008;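 also: 0% = wells without compound plus tracer and 100% = blocker peptide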
Rac1 mut GTP – alters GTP binding to activated mutant human Rac1. GST-Rac1 activated beads, fluorescent GTP binding, flow cytometry; actives lie on both sides; 100% means binding = to untreated wells. P63000. percent activity (GTP binding), % at 10 µM. hit rate 0.11% among 190,000;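 active = GTP binding at least 20 percentage points away from the 100% baseline, in either direction, so actives lie on both sides; inconclusive = Compound likely fluorescent itself, or too few beads counted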
Bcl-B Bim block – human Bim-Bcl-B interaction inhibition; Q9HD36; bead-based flow cytometry, Bim peptide-Bcl-B binding; inhibition, % at 10 µM; hit rate 0.073% among 190,000;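 also: 0% = tracer peptide without compound and 100% = reference inhibitor peptide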
Target sequence (Q9HD36 whole entry, looked up): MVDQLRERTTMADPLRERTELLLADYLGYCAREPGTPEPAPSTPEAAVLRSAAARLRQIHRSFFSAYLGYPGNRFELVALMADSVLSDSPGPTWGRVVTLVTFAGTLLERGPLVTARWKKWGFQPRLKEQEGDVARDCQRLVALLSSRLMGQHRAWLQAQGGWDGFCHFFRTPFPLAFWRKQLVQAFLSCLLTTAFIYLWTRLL
Bcl-XL Bim block – disrupts Bim peptide binding to human Bcl-XL; bead flow cytometry, fluorescence; hit rate 0.04% among 190,000; inhibition, % at 10 µM
Target sequence (Q07817 whole entry, looked up): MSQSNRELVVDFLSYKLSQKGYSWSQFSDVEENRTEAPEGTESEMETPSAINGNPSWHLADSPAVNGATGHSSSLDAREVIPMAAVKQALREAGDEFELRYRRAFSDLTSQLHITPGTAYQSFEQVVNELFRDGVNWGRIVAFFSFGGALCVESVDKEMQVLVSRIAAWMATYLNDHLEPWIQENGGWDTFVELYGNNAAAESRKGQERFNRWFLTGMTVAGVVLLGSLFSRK
Rab7 wt modul – alters GTP binding to wildtype dog Rab7 | GST-Rab7 beads, fluorescent GTP binding, flow cytometry; actives lie on both sides; untreated = 100%, excess cold GTP = 0% | GTP binding activity (percent of control), % at 10 µM | hit rate 0.055% among 190,000;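 active = fluorescent GTP binding to Rab7 beads changed by at least 20 points from the 100% baseline, either direction, mostly lower; inconclusive = compound itself probably fluorescent, or too few beads counted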;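 also: median green fluorescence of bound Bodipy-FL-GTP per Rab7 bead population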
Cdc42 wt GTP – human Cdc42 wildtype GTP binding change, either direction. P60953. GST-Cdc42 beads, Bodipy-GTP binding, flow cytometry; actives lie on both sides. percent activity (GTP binding), % at 10 µM. hit rate 0.2% among 190,000;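 active = percent activity GTP binding at least 20 points away from the 100% baseline, either down as inhibitor or up as activator; inconclusive = compound flagged as likely green fluorescent from well-wide comparison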;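 also: median bead fluorescence of bound Bodipy-FL-GTP at 100 nM; 0% = excess unlabeled GTP control and 100% = no compound control; below 100% means less GTP binding so inhibitor and above means activator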
Target sequence (P60953 whole entry, looked up): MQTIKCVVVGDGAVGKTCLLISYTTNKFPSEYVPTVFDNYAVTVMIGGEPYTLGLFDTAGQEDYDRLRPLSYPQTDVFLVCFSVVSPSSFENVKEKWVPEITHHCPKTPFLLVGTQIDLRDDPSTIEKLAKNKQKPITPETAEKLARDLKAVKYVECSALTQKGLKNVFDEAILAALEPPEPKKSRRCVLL
Rab2A wt mod – changes GTP binding to wildtype dog Rab2A, up or down | P61105 | GST-Rab2 wt beads, Bodipy-GTP binding, flow cytometry | GTP binding activity, % at 10 µM | hit rate 0.19% among 190,000 | AID 760;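 active = GTP binding activity at least 20 points away from 100%, either lowered or raised; inconclusive = signal likely due to the compound's own green fluorescence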;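 also: 0% = beads with excess unlabeled GTP and 100% = no-compound control corrected for plate trend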
Bcl-2 Bim block – human Bim-Bcl-2 interaction inhibition; P10415; Bead-based flow cytometry, Bim peptide-Bcl-2 binding; inhibition, % at 10 µM; hit rate 0.06% among 190,000; AID 950; in the data active = inhibition above about 40%; inconclusive = no clear call, values can overlap the other calls;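 also: 0% = no compound wells with probe peptide and 100% = reference peptide inhibitor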
Rac1 wt modul – alters GTP binding to wildtype human Rac1; hit rate 0.27% among 190,000; P63000; GTP binding activity (% of control), % at 10 µM; GST-Rac1 beads, fluorescent GTP binding, flow cytometry; actives lie on both sides; 0 = cold GTP competed, 100 = untreated;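 active = GTP binding activity at least 20 points away from the 100% control level, either lower or higher; inconclusive = compound flagged as likely green fluorescent, judged across all proteins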
HRas wt GTP bind – human HRas wildtype GTP binding, change in either direction | hit rate 0.14% among 190,000 | GTP binding activity, % at 10 µM | GST-Ras wt beads, Bodipy-FL-GTP binding, flow cytometry; actives lie on both sides | P01112 | AID 759;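 active = GTP binding activity at least 20% away from the 100% baseline, either lowered as inhibitor or raised as activator; inconclusive = flagged as likely green fluorescent, judged across all proteins in the well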;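 also: 0% = unlabeled GTP competition control and 100% = no-compound control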
Target sequence (P01112 whole entry, looked up): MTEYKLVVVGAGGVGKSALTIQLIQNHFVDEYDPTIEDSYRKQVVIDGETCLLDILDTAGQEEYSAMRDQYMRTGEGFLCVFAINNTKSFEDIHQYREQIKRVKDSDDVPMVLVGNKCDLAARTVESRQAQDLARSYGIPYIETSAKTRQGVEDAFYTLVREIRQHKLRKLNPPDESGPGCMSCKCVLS
Bim-Bcl-W – inhibitors of Bim-Bcl-W interaction, human; Q92843; bead-based flow cytometry, Bim peptide-Bcl-W binding; inhibition, % at 10 µM; hit rate 0.02% among 190,000; AID 952;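 also: 0% = bound tracer without compound and 100% = peptide blocker; higher means less fluorescent Bim peptide bound to Bcl-W beads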
Target sequence (Q92843 whole entry, looked up): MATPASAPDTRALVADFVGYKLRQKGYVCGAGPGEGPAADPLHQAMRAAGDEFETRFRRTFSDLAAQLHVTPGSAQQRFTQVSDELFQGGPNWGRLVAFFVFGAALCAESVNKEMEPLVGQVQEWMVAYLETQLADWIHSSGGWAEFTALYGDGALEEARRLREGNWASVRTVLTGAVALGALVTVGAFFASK
* marks the source's active call; other numbers are inactive results; ? = inconclusive. Rule as the data show it, unless noted: active = inhibition above about 40%.

compound	HRas wt GTP bind	Bfl-1 Bim block	Rac1 mut GTP	Cdc42 wt GTP	Bcl-B Bim block	Bim-Bcl-W	Rac1 wt modul	Bcl-XL Bim block	Rab2A wt mod	Bcl-2 Bim block	Rab7 wt modul
Cc1ccc(NC(=O)COC(=O)c2cc(Cl)ccc2Cl)c(Br)c1	100	-11	100	98	-1	-1	98	-5	98	-1	97
CCc1sc(C(C2C(=O)CC(C)(C)CC2=O)C2C(=O)CC(C)(C)CC2=O)cc1[N+](=O)[O-]	95	2	93	95	3	4	96	2	96	2	103
COC(=O)c1ccc(N=Cc2c(-c3ccccc3)[nH][nH]c2=O)cc1	99	-4	95	96	0	1	99	0	99	-3	105
CC1(C)CC(=O)c2cnc3c(C#N)cnn3c2C1	98	-3	96	98	-2	0	100	-3	98	-2	94
COc1c(F)c(F)c(C(=O)O)c(Nc2cccc(C)c2)c1F	91	0	91	94	-1	0	90	-1	92	0	93
O=C(COc1ccc(N2CC(C(=O)O)CC2=O)cc1)Nc1cccc(C(F)(F)F)c1 (stereo not given)	100	-14	97	102	-5	-4	105	-3	100	-7	102
CCOc1ccc(S(=O)(=O)NCc2ccc(C)cc2)c2cccnc12	101	-4	99	99	-9	-6	103	-6	98	-5	101
CC(=O)NC1C(Oc2ccc(C)cc2)OC2COC(c3ccco3)OC2C1O (stereo not given)	101	-5	100	102	-5	-2	105	-6	99	-6	100
CC(C)OC(=O)CSc1nc(Cc2cccs2)nc2ccccc12	95	1	95	95	1	4	98	0	96	0	97
CCOc1ccc(NC(=O)c2ccc(NC(=O)CSc3nc4ccccc4c(=O)[nH]3)cc2)cc1	98	-6	97	96	-8	-5	100	-2	98	-6	105
CC1CC(C)(C)Nc2ccc(OC(=O)c3ccco3)cc21 (stereo not given)	103	10	98	104	-1	3	102	0	103	0	98
CC1(C(=O)Nc2nnc(C(C)(C)C)s2)Cc2ccccc2C(=O)O1 (stereo not given)	103	0	103	107	-1	-2	107	-3	105	-2	101
O=C(N/N=C/c1ccc(-c2cccc([N+](=O)[O-])c2)o1)[C@H]1C[C@@H]1c1ccccc1	95	-7	97	95	-7	-2	96	-3	94	-4	94
CCOC(=O)Cc1csc(NC(=O)CS(=O)(=O)Cc2ccccc2)n1	104	-15	100	106	-8	-3	110	-6	103	-10	99
O=C(NCc1ccccn1)C(=O)NN=C1CCCCCCCCCCC1	98	-5	95	97	-1	-3	100	-3	96	-2	99

(continued)
compound	HRas wt GTP bind	Bfl-1 Bim block	Rac1 mut GTP	Cdc42 wt GTP	Bcl-B Bim block	Bim-Bcl-W	Rac1 wt modul	Bcl-XL Bim block	Rab2A wt mod	Bcl-2 Bim block	Rab7 wt modul
COCCN=C1Sc2nc3cc4c(cc3cc2CN1CC1CCCO1)OCO4 (stereo not given)	98	0	97	96	-2	0	101	3	95	-2	99
N#Cc1c(-c2ccco2)nc(SCC(=O)Nc2ccc(S(N)(=O)=O)cc2)[nH]c1=O	99	-13	98	101	-4	0	100	2	99	-6	96
COc1ccc(C(=O)/C=C/c2ccc(N3CCCCC3)c([N+](=O)[O-])c2)cc1	96	0	95	97	-8	-6	102	-7	96	-8	91
CCSc1nnc(NC(=O)C2CC2c2ccccc2)s1 (stereo not given)	102	-6	102	99	-3	-7	102	-10	101	-4	101
C=CCOC(=O)C(C#N)c1nc2ccccc2nc1N1CCCC1 (stereo not given)	94	0	91	93	2	0	92	-5	90	0	95
O=C(COC(=O)c1ccc[nH]c1=O)NC1CCCCCC1	93	-5	97	93	0	0	96	-1	93	-3	89
COC(=O)c1ccc(NC(=O)C23CC4CC(C2)CC(n2cnc(Cl)n2)(C4)C3)cc1	100	2	100	100	-2	1	105	-3	99	3	99
O=C(NCc1ccccn1)c1ccc(Br)s1	104	-4	101	101	-2	-2	102	0	101	0	102
O=C1/C(=C/c2ccccc2)CCC1C1CCCC1 (stereo not given)	98	0	100	99	-3	-1	102	-6	97	5	99
CC1CN(Cc2nc3c(c(=O)n(C)c(=O)n3C)n2Cc2ccccc2)CC(C)O1 (stereo not given)	101	-10	97	103	-6	0	102	-4	100	-10	102
Cc1ncc([N+](=O)[O-])n1CCOC(=O)C12CC3CC(CC(C3)C1)C2	97	-5	95	93	0	2	98	-2	96	0	94
O=C(OC(C(=O)NCC1CCCO1)c1ccccn1)c1cccs1 (stereo not given)	101	-3	100	103	0	-2	106	-3	99	-2	98
CCOc1ccc(CN2CCN(Cc3cnc(-c4ccccc4)s3)CC2CCO)cc1 (stereo not given)	100	-2	98	102	1	0	106	0	100	-2	102
CCOc1ccc(S(=O)(=O)n2cc(-c3ccc(F)cc3)c(N)n2)cc1	100	-16	99	96	-10	1	98	-5	101	-8	102
CCCC1c2ccc(C)n2CCN1C(=O)Nc1ccc(F)cc1 (stereo not given)	103	-14	96	101	-13	-1	99	-3	101	-13	103

(listing goes on)
compound	HRas wt GTP bind	Bfl-1 Bim block	Rac1 mut GTP	Cdc42 wt GTP	Bcl-B Bim block	Bim-Bcl-W	Rac1 wt modul	Bcl-XL Bim block	Rab2A wt mod	Bcl-2 Bim block	Rab7 wt modul
COC(=O)CCN(C(=O)c1ccc(OC(C)=O)cc1)c1ccccn1	101	-19	101	104	-7	0	104	-4	100	-12	100
CCn1c(CC(=O)Nc2cccc(OC)c2)nnc1SCC(=O)N1CCN(c2ccccc2)CC1	103	-1	100	107	0	-2	102	0	104	0	102
Clc1ccc(CSc2nncn2-c2ccccn2)cc1	103	3	101	106	0	-4	104	-4	103	1	104
Cc1ccccc1NC(=S)NCCc1ccccn1	98	-9	97	97	-14	0	99	-5	98	-11	96
Cc1cccc(C)c1OCCSc1n[nH]c(N)n1	96	-2	94	97	-5	-1	92	-3	96	-5	95
CC1CCN(C(=O)COc2cccc3c2CCN(Cc2ccccc2)C3=O)CC1	97	-3	94	95	-1	-1	96	0	99	-3	102
COc1cc(S(=O)(=O)N2CCOCC2)ccc1NC(=O)COC(=O)c1ccccn1	100	0	99	99	2	2	97	1	100	-2	101
CC1SC(=NC(=O)C(C)N2C(=O)c3ccccc3C2=O)NC1=O (stereo not given)	99	12	99	100	-5	-8	107	-6	99	7	98
Cc1ccc([N+](=O)[O-])c(C(=O)Nc2cccnc2Cl)c1	98	-8	96	96	-1	0	101	-1	99	-4	107
CCn1c(SCC(=O)C(C)(C)C)nnc1-c1ccccc1OC	98	-13	96	97	-10	-3	101	-5	101	-10	103
COc1ccc(CN(C)CC(=O)NC(=O)NCc2ccccc2)cc1OC	101	-13	101	103	-4	-3	105	-4	101	-5	100
COc1cccc(/C=N/Nc2ncnc(Cl)c2N)c1O	98	-19	96	99	0	0	101	0	98	-11	100
CCOCCCN1C(=O)C(O)=C(C(C)=O)C1c1cccs1 (stereo not given)	98	-2	94	99	-3	-3	101	-3	99	-3	94
Cn1cccc1/C=C1/SC(=O)N(CC(=O)N2CCCC2)C1=O	99	-4	97	98	0	-2	102	-1	98	-2	105
CCOc1cc(N2CCOCC2)c(OCC)cc1NC(=O)c1ccc(C)cc1	99	-3	96	96	-5	1	100	-2	96	-1	102

Further structures follow:
compound	HRas wt GTP bind	Bfl-1 Bim block	Rac1 mut GTP	Cdc42 wt GTP	Bcl-B Bim block	Bim-Bcl-W	Rac1 wt modul	Bcl-XL Bim block	Rab2A wt mod	Bcl-2 Bim block	Rab7 wt modul
O=C1CC(c2ccccc2)CC(O)=C1C=NCc1ccc(Cl)c(Cl)c1 (stereo not given)	96	-2	96	105	-7	-3	99	-5	98	-4	95
CCC1(C)Cc2nc3sc(C(=O)O)c(N)c3cc2CO1 (stereo not given)	100	-13	99	102	-8	-2	106	-5	103	-11	102
COC(=O)c1c(-c2cccc(C)c2)csc1N	102	0	96	101	-3	-2	103	0	100	-3	101
CC(=O)Nc1cccc(-c2nnc(SCC(=O)n3c4c(c5ccccc53)CCCC4)n2C)c1	99	-1	98	98	-18	-2	98	-1	98	0	99
Cc1ccc2nc3c(cc(C(=O)NC4CCCC4)c(=N)n3CCCn3ccnc3)c(=O)n2c1	?	8	?	?	2	14	?	1	?	0	?
CCOC(=O)N1CCN(c2cc(=O)n(-c3ccccc3Cl)c(=O)[nH]2)CC1	104	-7	104	109	-6	2	110	-4	104	-4	104
O=c1cc(-c2ccccc2)[nH]c2cc(Cl)ccc12	103	0	96	102	-9	-2	105	-7	103	-1	105
CCn1c2ccccc2c2cc(NC(=O)c3cc(C)on3)ccc21	98	-7	94	92	3	-1	99	-2	99	1	99
CC(C)c1nnc(NC(=O)CSc2ncn[nH]2)s1	104	-6	102	107	-12	-2	113	-13	104	-4	102
COC(=O)C1=C(C)N(c2ccc(Cl)c(Cl)c2)C(=O)C1	100	-17	102	106	-8	-2	107	-5	99	-9	99
Cc1ccc2cccc(NC(=O)c3ccc(Br)o3)c2n1	100	-2	96	99	-1	0	98	1	99	2	100
COc1ccccc1NC(=S)NCCSc1ccc(Cl)cc1	96	-12	96	96	-5	-4	98	-5	97	-6	97
O=C(CCC1N=C2c3ccccc3N=C(SCc3ccc(Cl)cc3)N2C1=O)NCc1ccco1 (stereo not given)	94	0	95	94	-1	-2	95	-6	94	-8	97
COc1ccc(N(Cc2cc3ccc(C)cc3[nH]c2=O)C(C)=O)cc1	103	0	100	105	-6	-6	105	0	103	-6	103
Cc1ccc(-c2nnn(CC(=O)N(Cc3cccs3)C(C(=O)NC3CCCCC3)c3ccco3)n2)o1 (stereo not given)	99	-11	99	100	-10	0	102	-1	100	-6	100

Following part
compound	HRas wt GTP bind	Bfl-1 Bim block	Rac1 mut GTP	Cdc42 wt GTP	Bcl-B Bim block	Bim-Bcl-W	Rac1 wt modul	Bcl-XL Bim block	Rab2A wt mod	Bcl-2 Bim block	Rab7 wt modul
COc1ccc(OC)c(NC(=O)COC(=O)CN(C)S(=O)(=O)c2ccc(C)cc2)c1	101	0	98	97	-4	-3	102	-3	98	-1	100
CC1CCCN(CCOc2ccc(Br)cc2)C1 (stereo not given)	102	-3	103	105	-6	-4	106	-5	101	-4	99
N#Cc1ccccc1Cn1c(=O)n(CCCC(=O)NCc2ccc3c(c2)OCO3)c(=O)c2ccccc21	93	0	97	99	-7	-5	104	-4	94	1	95
O=C(O)c1ccc(-n2[nH]c3c(c2=O)CCCC3)cc1	96	-5	99	96	-3	0	102	-2	96	-9	94
CC(=O)C1=C(C)NC(=O)NC1c1ccc(Cl)cc1 (stereo not given)	96	3	92	93	1	-1	93	-2	97	0	103
O=C(Nc1ccc2c(c1)OCO2)c1cnn2c1NC(c1ccco1)CC2C(F)(F)F (stereo not given)	98	-8	97	100	-3	1	100	-6	97	-4	95
CCC(=O)Nc1ccc(-c2nnc(SCC(=O)N3CCCCC3)n2C)cc1	98	-17	98	99	-10	-3	101	-6	99	-9	100
Cc1cc(C(=O)COc2cccc3cccnc23)c(C)n1C	105	-12	102	104	-6	0	104	-3	103	-11	104
COc1ccccc1Oc1ccc(N/C=C/C(=O)C(C)(C)C)cc1	100	-1	96	97	-3	0	100	-1	98	0	102
S=C(NC1CCCC1)N1CCOCC1	95	-2	94	95	-2	4	95	0	95	-1	96

Outcome played no part in choosing rows (roughly 0.62% active in at least one column).
